LYPLA2 counter – blocks human lysophospholipase 2, a PME1 counter-screen. actives 0.38% (n = 320,000). recombinant LYPLA2, FP-Rh probe fluorescence polarization. inhibition, % at 5.9 µM;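 active = inhibition above the screen-wide mean plus 3 SD, limit set per campaign, cut at about 26% in these data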;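 also: 0% = LYPLA2 with DMSO and 100% = wells lacking LYPLA2 enzyme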
PAFAH1B2 FP inh – inhibitors of human PAFAH1B2; P68402; recombinant PAFAH1B2, FP-rhodamine activity probe, fluorescence polarization; inhibition, % at 3.39 µM; actives 1.2% (n = 340,000); AID 492953;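 active = inhibition above the mean of all tested compounds plus 3 SD, cut at about 24% in these data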;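 also: 0% = enzyme with DMSO and 100% = wells lacking PAFAH1B2; many of its hits are not listed in these tables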
Target sequence (P68402 whole entry, looked up): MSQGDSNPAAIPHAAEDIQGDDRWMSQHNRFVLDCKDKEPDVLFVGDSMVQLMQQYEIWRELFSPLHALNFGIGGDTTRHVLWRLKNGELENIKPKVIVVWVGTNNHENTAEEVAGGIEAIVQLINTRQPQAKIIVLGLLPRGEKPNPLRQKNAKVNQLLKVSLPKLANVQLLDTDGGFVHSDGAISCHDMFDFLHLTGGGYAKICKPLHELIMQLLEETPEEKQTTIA
PAFAH2 FP inh – inhibitors of human PAFAH2 | Q99487 | inhibition, % at 3.39 µM | actives 0.99% (n = 340,000) | AID 492956 | recombinant PAFAH2, FP-rhodamine activity probe, fluorescence polarization;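 active = inhibition above the mean over all tested compounds plus 3 SD, cut at about 30% in these data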;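 also: inhibitors block probe labeling of enzyme so polarization drops; 0% = enzyme with DMSO and 100% = wells lacking PAFAH2 protein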
PME-1 primary – blocks human protein phosphatase methylesterase 1. Q9Y570. recombinant PME-1, FP-Rh probe fluorescence polarization. inhibition, % at 5.9 µM. actives 0.53% (n = 320,000). AID 2130;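 active = inhibition above the campaign mean of all compounds plus 3 SD, cut at about 26% in these data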;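 also: competitive labeling of PME-1 active site by serine hydrolase directed probe; 0% = PME-1 with DMSO and 100% = wells lacking PME-1 enzyme; inhibitors block probe labeling so polarization falls and inhibition rises; many of its hits are not listed in these tables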
PAD4 FP inh – blocks human protein arginine deiminase 4 | inhibition, % at 6.36 µM | AID 485272 | Q9UM07 | actives 0.41% (n = 330,000) | recombinant PAD4, RCA probe fluorescence polarization;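 active = percent inhibition above a cutoff equal to the mean of all tested compounds plus 3 SD, cut at about 15% in these data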;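 also: 0% = PAD4 with RCA probe and DMSO and 100% = probe without PAD4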
Target sequence (Q9UM07 whole entry, looked up): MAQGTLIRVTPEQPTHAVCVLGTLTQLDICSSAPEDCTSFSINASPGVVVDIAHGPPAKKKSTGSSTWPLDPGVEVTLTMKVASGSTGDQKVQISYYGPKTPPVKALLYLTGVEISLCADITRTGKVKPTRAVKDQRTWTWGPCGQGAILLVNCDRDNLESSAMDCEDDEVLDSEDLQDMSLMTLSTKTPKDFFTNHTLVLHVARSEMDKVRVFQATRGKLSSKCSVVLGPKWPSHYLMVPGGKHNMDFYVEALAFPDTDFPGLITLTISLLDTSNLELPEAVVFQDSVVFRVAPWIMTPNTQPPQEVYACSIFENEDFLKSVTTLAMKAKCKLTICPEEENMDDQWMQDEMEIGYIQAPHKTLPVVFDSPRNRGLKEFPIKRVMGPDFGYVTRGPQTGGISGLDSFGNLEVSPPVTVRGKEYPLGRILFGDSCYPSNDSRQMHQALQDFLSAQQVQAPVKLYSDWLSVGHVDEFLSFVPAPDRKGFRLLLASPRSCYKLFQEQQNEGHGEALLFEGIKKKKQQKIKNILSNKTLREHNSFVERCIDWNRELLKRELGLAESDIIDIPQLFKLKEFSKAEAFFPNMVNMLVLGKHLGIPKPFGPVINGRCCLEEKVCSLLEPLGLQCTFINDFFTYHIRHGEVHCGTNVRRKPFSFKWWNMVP
LYPLA1 inh – counter-screen for PME1 inhibitors: inhibitors of human LYPLA1 | O75608 | recombinant LYPLA1, FP-Rh probe fluorescence polarization | inhibition, % at 5.9 µM | actives 0.16% (n = 320,000) | AID 2174;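 active = inhibition above the mean of all tested compounds plus 3 SD, set per campaign, cut at about 14% in these data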;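 also: inhibitors block serine hydrolase probe labeling of LYPLA1 so polarization falls; 0% = enzyme with DMSO and 100% = wells lacking LYPLA1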
PAFAH1B3 inh – blocks human PAF acetylhydrolase 1B catalytic subunit 3; actives 0.28% (n = 340,000); inhibition, % at 3.39 µM; recombinant PAFAH1B3, FP-rhodamine probe, fluorescence polarization;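 active = inhibition above the screen-wide average of all tested compounds plus 3 SD, cut at about 25% in these data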;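 also: 0% = enzyme with DMSO only and 100% = wells lacking PAFAH1B3 protein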
pPAFAH FP inh – inhibitors of human plasma PAF acetylhydrolase (pPAFAH); actives 1.5% (n = 330,000); Q13093; recombinant pPAFAH, FP-rhodamine probe fluorescence polarization; inhibition, % at 3.39 µM;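 active = inhibition above the mean inhibition across the screen plus 3 SD, cut at about 25% in these data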;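 also: inhibitors block binding of the rhodamine activity-based probe so polarization drops; 0% = enzyme with DMSO and 100% = wells lacking pPAFAH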
GSTO1 counter – GSTO1 inhibition, counter-screen for RBBP9 inhibitors; inhibition, % at 5.96 µM; actives 1.1% (n = 300,000); recombinant GSTO1, activity-based probe fluorescence polarization; P78417; AID 1974;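 active = inhibition above the campaign mean inhibition plus 3 SD, cut at about 35% in these data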;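 also: 0% = GSTO1-1 with DMSO and 100% = wells lacking GSTO1-1 enzyme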
Numbers without * were called inactive; nt = not tested or not shown. This is a subset. The share of hits here may be higher or lower than overall.

SMILES	LYPLA2 counter	PAFAH1B2 FP inh	PAFAH2 FP inh	PME-1 primary	PAD4 FP inh	LYPLA1 inh	PAFAH1B3 inh	pPAFAH FP inh	GSTO1 counter
Cc1nc2c3ccccc3n(CC(=O)c3ccc(F)cc3)c(=O)n2n1	-6	2	-2	-10	0	0	4	-1	11
CC(=O)c1cccc(NC(=O)Cc2coc3cc4c(cc23)CCC4)c1	-6	2	-11	0	0	-6	-3	-3	-8
Cc1cccc(NC(=O)NCC(c2ccc(F)cc2)N2CCN(C)CC2)c1 (stereo not given)	-5	0	0	-4	3	-1	4	3	-3
Cc1cc(C)c2[nH]c(=O)c(CN(Cc3cccs3)C(=S)NCc3ccco3)cc2c1	-6	-7	-10	-8	2	-4	-1	7	-8
CC1(C)OC(=O)C(=CNCCc2ccc(O)cc2)C(=O)O1	-5	16	-1	-5	0	-4	4	5	4
CC1CCCN(C(=O)C(C)Sc2nc(-c3ccccc3)cc(C(F)(F)F)n2)C1 (stereo not given)	3	7	-4	-5	-2	5	-1	10	-5
Oc1csc(Cc2nc(-c3ccc4ccccc4c3)cs2)n1	2	7	-6	-5	-6	-3	3	20	7
CCOc1ccc2c(O)csc2c1	-4	2	11	-5	24*	0	3	-3	3
COc1ccc2c(c1)-c1nc(/N=C/c3ccccc3O)sc1CC2	5	11	5	10	-7	-4	12	-3	11
CCS(=O)(=O)N1CCCC(C(=O)NCCCOC(C)C)C1 (stereo not given)	4	2	-3	0	-1	2	6	1	8
O=C(N/N=C/c1c(-c2ccccc2)[nH]c2ccccc12)c1cccnc1	2	6	-4	4	-1	9	-2	14	8
CC(=O)Nc1ccc(NC(=O)c2nc(S(=O)(=O)Cc3ccccc3)ncc2Cl)cc1	0	3	3	-4	0	2	9	5	-3
O=C(c1cccs1)N(Cc1nc2sc3c(c2c(=O)[nH]1)CCCC3)C1CCCC1	1	11	1	9	-1	-2	-2	0	-5
Cc1cc(C)c(C#N)c(SCc2cn3ccccc3n2)n1	8	5	6	-2	-1	-2	6	7	1
COc1ccc(C(=O)NC(=S)Nc2ccc(Cl)c(C(=O)O)c2)cc1	-1	-3	-4	-3	-4	-1	10	-3	3
CS(=O)(=O)N1CCc2cc(C(=O)N3CCN(c4ccccc4F)CC3)ccc21	-3	6	2	-7	-1	3	2	7	1
O=C(CNC(=O)c1ccco1)Nc1ccc(F)cc1	-5	7	5	0	-5	0	8	1	-2
COc1ccccc1NC(=S)NCc1cccnc1	6	1	1	4	-3	-1	4	0	7
Cn1c(C(=O)N2CCN(C(=O)c3ccco3)CC2)cc2c(=O)n3ccccc3nc21	3	0	17	-1	2	3	3	3	8
CC(=O)Nc1ccc(NC(=O)COC(=O)[C@@H]2CCCN2C(=O)c2cccs2)cc1	nt	-1	-7	nt	-1	nt	2	4	nt
Cc1nc2ccc(S(=O)(=O)NC(C(=O)N3CCCC3)C(C)C)cc2s1 (stereo not given)	9	3	5	0	2	0	0	2	6
O=C(O)C(c1ccccc1)N1C(=O)/C(=C\c2ccc(-c3ccccc3Cl)o2)SC1=S (stereo not given)	-3	8	45*	1	-26	6	2	63*	18
O=C(Nc1ncc(Cc2ccc(C(F)(F)F)cc2)s1)c1ccc(-c2cccc([N+](=O)[O-])c2)o1	-2	-7	-14	-2	0	-8	-8	7	4
O=[N+]([O-])c1ccc(-c2ncc(-c3ccc(Br)cc3)o2)cc1	4	4	5	5	-1	-2	7	-2	3

Part of the list above, with values under each structure.
Value order – LYPLA2 counter, PAFAH1B2 FP inh, PAFAH2 FP inh, PME-1 primary, PAD4 FP inh, LYPLA1 inh, PAFAH1B3 inh, pPAFAH FP inh, GSTO1 counter
Cc1nc2ccc(S(=O)(=O)NC(C(=O)N3CCCC3)C(C)C)cc2s1 (stereo not given)
 : 9, 3, 5, 0, 2, 0, 0, 2, 6
O=C(O)C(c1ccccc1)N1C(=O)/C(=C\c2ccc(-c3ccccc3Cl)o2)SC1=S (stereo not given)
 : -3, 8, 45*, 1, -26, 6, 2, 63*, 18
O=C(Nc1ncc(Cc2ccc(C(F)(F)F)cc2)s1)c1ccc(-c2cccc([N+](=O)[O-])c2)o1
 : -2, -7, -14, -2, 0, -8, -8, 7, 4

Other compounds
SMILES	LYPLA2 counter	PAFAH1B2 FP inh	PAFAH2 FP inh	PME-1 primary	PAD4 FP inh	LYPLA1 inh	PAFAH1B3 inh	pPAFAH FP inh	GSTO1 counter
COc1ccc(NC(=O)c2cnc(C)cn2)cc1-n1cnnn1	-1	4	6	1	-2	-1	8	4	-10
O=C(C1CC(=O)N(c2ccc(Br)cc2)C1)N1CCCC1 (stereo not given)	6	10	-4	1	-5	1	12	2	0
Cc1ccc(NC(=O)CNC(=O)c2cccc(Cl)c2)nc1	-2	1	10	4	0	-2	3	-10	4
COC(=O)CC1COc2ccccc2N1C(=O)c1ccc(Cl)cc1 (stereo not given)	2	3	3	-4	-1	1	-1	4	-1
CCc1ccc(-c2csc(NC(=O)COC(=O)CCc3nc4ccccc4s3)n2)cc1	2	nt	nt	-9	-2	-4	nt	4	1
NS(=O)(=O)c1ccc(CCNC(=O)NC2(C(F)(F)F)Oc3ccccc3O2)cc1	5	5	-8	-4	-1	-2	6	4	47*
C=CCS/C(=N\n1cnc2ccccc2c1=O)N(CC)CC	-6	1	-1	2	2	-4	6	2	7
CC(=O)N1CCCc2ccc(NS(=O)(=O)c3ccc(C)cc3)cc21	4	7	5	5	-2	1	6	3	18
COc1cc(/C=N/NC(=O)c2ccc(F)cc2)ccc1OC(=O)c1ccco1	-5	-2	-3	11	10	-1	0	3	6
O=C(Nc1ccsc1C(=O)O)c1ccc(Cl)cc1	-6	8	31*	0	2	-1	10	-7	-2
COc1ccc(N2CCN(CC(=O)N3CCC(C)CC3)CC2)cc1	2	5	1	-1	-3	1	4	1	1
O=[N+]([O-])c1ccc(-c2c(O)c3ccccc3c3nc4ccccc4nc23)cc1	-4	10	4	-8	3	-3	12	0	3
Cc1cccc(N2CC(C(=O)Nc3cccc(S(=O)(=O)N4CCCCC4)c3)CC2=O)c1C (stereo not given)	2	0	10	6	0	0	0	2	nt
N/C(=N\OC(=O)/C=C/c1ccccc1Cl)c1cccnc1	4	nt	nt	-2	7	-4	nt	1	19
O=C1C2=C(Nc3ccccc3SC2c2ccco2)c2ccccc21 (stereo not given)	8	4	12	29*	2	-5	11	15	-22
COc1ccc2[nH]c(=O)c(CN(Cc3ccco3)C(=O)c3ccccc3)cc2c1	2	2	2	5	-6	-2	5	2	6
O=C(CSc1nnc(CNc2ccc(Cl)cc2)n1Cc1ccccc1)NCc1ccco1	7	6	8	3	7	2	6	7	-5
O=C(CN1CCc2ccccc2C1)Nc1ccccc1N1CCCCCC1	-2	1	-4	6	-5	-3	4	4	1
NC(=O)C1CCN(C(=O)c2ccc(NC3=NC4CS(=O)(=O)CC4S3)cc2)CC1 (stereo not given)	0	6	5	-5	3	-2	0	0	8
CC(C)NC(=O)CSc1nc(N)c(NC(=O)c2ccccc2F)c(=O)[nH]1	-3	4	4	1	2	2	7	5	0
Nc1nc(N)nc(-c2cc([N+](=O)[O-])ccc2O)n1	-12	4	-1	-10	-2	-1	-2	2	nt
Clc1ccc(OCc2nn3c(-c4ccncc4)nnc3s2)cc1	7	23	-1	-1	1	1	-2	5	4
COc1cc(OC)c(C(=O)/C=C/c2ccccc2)c(O)c1O	5	7	4	6	3	2	10	1	24
CCCCCCCC(=O)N/N=C/c1ccco1	9	-1	-4	-1	0	4	5	7	2
COc1ccc(C(C(=O)NCc2ccccc2)N(Cc2cccs2)C(=O)c2cnccn2)cc1 (stereo not given)	0	4	2	6	-2	0	5	5	-3
C[C@H]1CN(C2CCCCC2)C(=O)[C@@H]1CC(=O)NCc1ccccc1	7	2	8	-2	-1	3	2	-1	6
COc1ccc(CCN(Cc2cc3ccc(C)cc3n3nnnc23)C(C)=O)cc1OC	2	-4	0	5	-5	1	6	-1	-6
Cc1noc(C)c1S(=O)(=O)Nc1ccc(O)c2c(=O)cc(-c3ccccc3Cl)oc12	0	-1	3	8	-4	0	-3	2	8
O=C(c1ccc(Cl)c(S(=O)(=O)N2CCOCC2)c1)N(c1ccccn1)C1CCCCC1	-1	0	5	3	0	-1	7	7	1
CC(C)(C)c1ccc(C(=O)Nc2ccc(CN3CCS(=O)(=O)CC3)cc2)cc1	1	1	0	-1	-6	2	5	10	-6
COc1cc(/C=N/Nc2nncn2/N=C/c2ccc(O)c(OC)c2)ccc1O	1	3	5	1	43*	1	0	4	18
CCOC(=O)COc1ccc2c(c1)C(=O)CC(C)(c1cccnc1)O2 (stereo not given)	6	2	-1	1	2	-1	0	4	1
O=C(NCCN1CCN(C(=O)Nc2ccccc2)CC1)Nc1ccccc1	-1	-1	-4	-6	0	-3	9	-2	6
Cc1cc(C)nc(SCC(=O)Nc2cccc(S(=O)(=O)N(C)C)c2)n1	4	1	8	2	0	2	5	4	26
CCn1ncc(Br)c1C(=O)Nc1cc(C(=O)OC)ccc1C(=O)OC	5	-2	-3	-4	-2	1	6	2	-3
Cc1ccc(C(O)P(=O)(OC(C)C)c2ccc(N(C)C)cc2)cc1 (stereo not given)	-1	nt	nt	3	0	-1	nt	-5	15
CC(NC(=O)N1CCOCC1)c1ccccc1 (stereo not given)	4	3	2	2	-5	3	2	7	-5
CN(C)c1cccc(C(=O)OCC(=O)Nc2nccs2)c1	-2	3	4	4	1	-2	-4	2	13
COc1ccc(NC(=O)CSc2ccc(-c3ccco3)nn2)c(OC)c1	5	0	-2	-2	1	0	4	3	11
Cn1nc([N+](=O)[O-])nc1N1CCN(c2ccc(F)cc2)CC1	6	4	9	-4	-2	0	4	6	4
Cc1nc2[nH]c(=S)n(C)c(=O)c2nc1C	8	5	5	7	0	4	0	4	2
CCOc1cc(S(=O)(=O)Nc2ccc(Cl)cn2)ccc1F	-5	2	5	0	-2	0	4	2	0
COC(=O)c1cc(OC)c(OC)cc1-n1cnc2cc(OC)c(OC)cc2c1=O	1	3	-1	0	3	3	6	-4	-1
Cc1ccc(NS(=O)(=O)c2cc(C(=O)N3CCOCC3)ccc2C)cc1	-1	0	12	-3	-2	-2	0	8	14
O=C(NC(=S)Nc1nc2c(ccc3ccccc32)s1)c1cccs1	-2	-2	-3	0	0	0	1	4	0
COc1ccc(NC(=O)CN(C)C(=O)COc2ccccc2Cc2ccccc2)cc1	5	10	6	2	-2	-5	15	3	nt
CN(CCc1ccccn1)C(=S)Nc1ccc(Cl)c(Cl)c1	10	2	-2	-3	-3	2	5	3	8
Cn1nnnc1SCC1=C(C(=O)O)N2C(=O)[C@@H](NC(=O)[C@H](O)c3ccccc3)[C@H]2SC1	6	5	7	3	-4	-1	9	5	-4
CCc1ccc(Nc2nnc(SCC(=O)Nc3ccc(C(=O)O)cc3)s2)cc1	4	7	-6	4	-4	-3	8	1	-5
COc1cccc(-c2nc(CS(=O)(=O)CC(=O)N3CCN(C4CCCCC4)CC3)c(C)o2)c1	3	0	1	0	-1	0	-3	3	3
COc1ccc(S(=O)(=O)N2CCOCC2)cc1NC(=O)CCc1nc2ccccc2c(=O)[nH]1	2	-4	9	6	-3	0	2	4	-1
Cc1ccccc1S(=O)(=O)Cc1ccc(C(=O)NCc2ccc(F)cc2)o1	6	8	8	7	1	0	2	12	-3
COc1ccc(S(=O)(=O)n2c(C)nc3ccccc32)cc1C	7	-1	-3	-5	-1	0	11	3	-4
